NFkB transloc inh: blocks IL-1B driven NFkB nuclear translocation in HUVEC cells; HUVEC IL-1B NFkB p65 nuclear translocation imaging; inhibition, % at 2 µM; actives 0.43% (n = 94,000); AID 796;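 active = inhibition above about 30% together with a positive call from visual inspection of the well image, limit read from the data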;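 also: nuclear over cytoplasmic p65 intensity ratio measured by imaging; 0% = IL-1B stimulated DMSO wells and 100% = unstimulated DMSO wells; values of inactives mirror those of a sister screen read the other way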
IL1B NFkB pot: enhances IL-1B driven NFkB nuclear translocation | HUVEC IL-1B NFkB p65 nuclear translocation imaging | activation, % at 2 µM | actives 0.3% (n = 94,000) | AID 819;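 active = activation above 40%, about the mean plus 3 SD, also judged a hit on visual image review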;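 also: percent activation is computed from the nuclear over cytoplasmic p65 intensity ratio; values of inactives mirror those of a sister screen read the other way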
MRP resist rev: MRP-mediated drug resistance reversal. differential viability (reversal), % at 10 µM. actives 0.04% (n = 85,000). H69AR cells + 2 uM doxorubicin, CellTiter-Glo, 72 h;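 active = viability drop by adding the cancer drug above about 55%, with treated viability meeting a 40% cutoff, limit read from the data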;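 also: viability without doxorubicin minus viability with 2 µM doxorubicin for each compound; larger differential means the compound sensitizes cells more to doxorubicin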
Bcl-B displacement: displacers of TR3 peptide from Bcl-B, primary screen, selectivity assay for Bfl-1 inhibitor project, biochemical, fluorescence polarization | FP displacement of FITC-TR3 peptide from Bcl-B; higher % means a stronger effect | one-dose displacement, % at 20 µM; IC50 in µM for titrated hits | actives 0.11% (n = 96,000) | AID 748;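 active = displacement above 50% at 20 µM plus a fluorescence interference ratio under 1.5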;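 also: plate controls were wells without compound for no effect and wells lacking Bcl-B protein for full effect; a part of the inactive calls stands beside numbers as strong as those of hits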
PLAP inhibitors HTS: PLAP enzyme inhibitors, biochemical, luminescence, HTS (AID 690). purified PLAP, luminescent substrate; higher % means a stronger effect. inhibition, % at 20 µM; hits with a dose series show IC50 in µM. actives 0.08% (n = 96,000); in the data active = a potency from the dose series; inactive = the rest, 99 in 100 with inhibition below about 30%; also: strong numbers were not always called active
MRP resist rev cytotoxicity: second read-out of MRP resist rev, no call of its own (marks repeat the call); viability, %; H69AR cells, CellTiter-Glo, 72 h; measured here: cytotoxicity without doxorubicin
MRP resist rev with doxorubicin: recorded beside MRP resist rev, whose call it bears; viability, %; measured here: viability with 2 uM doxorubicin; active compounds read low
NFkB transloc inh cell count 2 µM: recorded beside NFkB transloc inh, whose call it bears; cell count; measured here: cells passing quality filter;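 raw number of nuclei counted in each imaged well without normalization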
IL1B NFkB pot cell count 2 µM: recorded beside IL1B NFkB pot, whose call it bears; cell count; measured here: cells passing quality filter
Starred values were filed as active, the others as inactive; . = not tested or not shown.

SMILES	NFkB transloc inh	NFkB transloc inh cell count 2 µM	IL1B NFkB pot	IL1B NFkB pot cell count 2 µM	MRP resist rev	MRP resist rev cytotoxicity	MRP resist rev with doxorubicin	Bcl-B displacement	PLAP inhibitors HTS
CCC(=O)OCc1c(C(F)(F)F)nn(C)c1Sc1ccc(Cl)cc1	-3.7	134	3.7	134	.	.	.	3.6%	11.8%
Cc1cc(=O)oc2c(CN3CCC(C)CC3)c(O)c(Cl)cc12	-5.5	108	5.5	108	-1.4	104.0	105.3	127.9%	-65.2%
CCCCn1nnc(NC(=O)c2ccc(-c3cccc(Cl)c3)o2)n1	4.8	148	-4.8	148	-3.9	103.5	107.4	-3.7%	10.1%
CCOC(=O)CSc1nc(N)c(C#N)c(CC(C)C)c1C#N	3.5	116	-3.5	116	-3.5	90.5	94.0	3.1%	7.8%
CN1C(=O)/C(=C/c2ccccc2OCc2cccc(F)c2)N(C)C1=S	-7.3	173	7.3	173	.	.	.	-0.9%	28.3%
CCCCn1c(SCC(=O)c2ccc3c(c2)OCCO3)nnc1-c1ccoc1C	-6.6	169	6.6	169	-9.2	86.1	95.3	-0.8%	-27.4%
Cc1ccc(-n2c(SCC(=O)N3CCOCC3)nnc2-c2cccnc2)cc1C	-18.8	131	18.8	131	7.1	98.6	91.5	-4.3%	-17.1%
CCCCNC(=O)Cn1c(-c2ccc(OC)cc2)noc1=O	4.4	109	-4.4	109	7.9	93.5	85.6	7.4%	26.0%
COc1ccc(C(O)c2nccn2Cc2ccccc2)cc1OC (configuration not stated)	0.1	137	-0.1	137	9.5	83.9	74.4	4.2%	-13.3%
O=C(Nc1cc(C(F)(F)F)ccc1N1CCOCC1)c1n[nH]c(=O)c2ccccc12	-9.5	125	9.5	125	-8.2	54.5	62.7	-6.9%	-18.5%
CCOc1ccc(C(C)(N)C(=O)O)cc1 (configuration not stated)	-6.1	157	6.1	157	-2.7	86.1	88.8	-6.1%	-6.8%
Cc1cc(C)c(NC(=O)CSc2nnc(Cc3cccn3C)n2-c2ccc(F)cc2)c(C)c1	9.3	70	-9.3	70	-16.8	70.4	87.2	-61.9%	-62.8%

The final 7 compounds of the part before open the next one:
SMILES	NFkB transloc inh	NFkB transloc inh cell count 2 µM	IL1B NFkB pot	IL1B NFkB pot cell count 2 µM	MRP resist rev	MRP resist rev cytotoxicity	MRP resist rev with doxorubicin	Bcl-B displacement	PLAP inhibitors HTS
CCCCn1c(SCC(=O)c2ccc3c(c2)OCCO3)nnc1-c1ccoc1C	-6.6	169	6.6	169	-9.2	86.1	95.3	-0.8%	-27.4%
Cc1ccc(-n2c(SCC(=O)N3CCOCC3)nnc2-c2cccnc2)cc1C	-18.8	131	18.8	131	7.1	98.6	91.5	-4.3%	-17.1%
CCCCNC(=O)Cn1c(-c2ccc(OC)cc2)noc1=O	4.4	109	-4.4	109	7.9	93.5	85.6	7.4%	26.0%
COc1ccc(C(O)c2nccn2Cc2ccccc2)cc1OC (configuration not stated)	0.1	137	-0.1	137	9.5	83.9	74.4	4.2%	-13.3%
O=C(Nc1cc(C(F)(F)F)ccc1N1CCOCC1)c1n[nH]c(=O)c2ccccc12	-9.5	125	9.5	125	-8.2	54.5	62.7	-6.9%	-18.5%
CCOc1ccc(C(C)(N)C(=O)O)cc1 (configuration not stated)	-6.1	157	6.1	157	-2.7	86.1	88.8	-6.1%	-6.8%
Cc1cc(C)c(NC(=O)CSc2nnc(Cc3cccn3C)n2-c2ccc(F)cc2)c(C)c1	9.3	70	-9.3	70	-16.8	70.4	87.2	-61.9%	-62.8%
O=C(CN(Cc1cccs1)C(=O)CN1C(=O)COc2ccccc21)NCc1ccco1	-0.7	95	0.7	95	6.1	89.0	82.9	1.2%	16.5%
Cc1cc(C)n(-c2nc(Nc3ccccc3)nc(-n3nc(C)cc3C)n2)n1	-13.5	88	13.5	88	13.1	96.7	83.6	-14.5%	-8.3%
Clc1ccc(-c2nnc(SCc3nc(-c4ccccc4)no3)o2)cc1	4.4	176	-4.4	176	2.5	82.2	79.6	-18.2%	4.9%
CCSc1nnc(NC(=O)c2nn(C(C)C)c(=O)c3ccccc23)s1	-1.8	169	1.8	169	-17.8	57.5	75.3	0.9%	-32.4%
CC1(C)CC(=O)C2=C(C1)N(c1ccc(F)cc1)C(N)=C(C#N)C2c1cccs1 (configuration not stated)	-9.0	170	9.0	170	21.4	53.7	32.4	-10.3%	9.8%
Cc1ccc(NS(=O)(=O)c2cccc(C(=O)OCC(=O)NCc3ccco3)c2)cc1	.	.	.	.	6.0	93.8	87.8	24.9%	-25.2%
CC(C)CC(NC(=O)c1ccc(Cl)cc1Cl)C(=O)O (configuration not stated)	-25.9	81	25.9	81	-7.5	96.1	103.7	-2.7%	-10.1%
C/C(=N\n1c(C)cc(C)c(C#N)c1=O)c1cccs1	8.9	182	-8.9	182	.	.	.	7.0%	10.6%
CN(C)c1ccc(C(=O)Nc2ccc(S(=O)(=O)NC3=NCCCCC3)cc2)cc1	-12.7	122	12.7	122	2.8	88.8	85.9	-8.7%	19.5%
Cc1ccc(-c2nn(-c3ccccc3)cc2C2SCC(=O)N2Cc2ccccc2)o1 (configuration not stated)	.	.	.	.	-33.0	58.3	91.3	0.7%	-44.6%
c1ccc(-c2nnc(CN3CCCc4ccccc43)o2)cc1	-1.6	155	1.6	155	15.2	95.1	79.9	14.8%	-62.8%
O=C(N=c1nc2ccccn2s1)c1ccccc1	.	.	.	.	-0.6	62.4	63.0	-13.5%	8.3%
CCOC(=O)c1ccc(N2C(=O)CC(Sc3nc(O)c(CC)c(=O)[nH]3)C2=O)cc1 (configuration not stated)	-1.5	180	1.5	180	9.2	85.2	76.0	-3.6%	-32.1%
CC1CCCCC1NC(=O)COC(=O)c1ccc(N(C)C)cc1 (configuration not stated)	-18.8	179	18.8	179	.	.	.	-5.2%	19.9%
CCOC(=O)c1nnc(-c2ccccc2)nc1Sc1c(Cl)cccc1Cl	.	.	.	.	0.3	1.9	1.6	-5.2%	-18.3%
O=C1COc2ccccc2N1Cc1ccccc1Cl	.	.	.	.	12.2	80.4	68.2	-7.0%	11.6%
CCOC(=O)C1CCCc2c1[nH]c1c(C(=O)O)cccc21 (configuration not stated)	1.5	96	-1.5	96	9.5	100.6	91.1	4.1%	-16.4%
Cn1nnnc1SCCNCc1cccc2ccccc12	-20.5	193	20.5	193	8.6	89.0	80.4	10.5%	-21.2%
O=C(NCc1cc(C(F)(F)F)cc(C(F)(F)F)c1)C1CC(c2cccc([N+](=O)[O-])c2)=NO1 (configuration not stated)	9.3	183	-9.2	183	.	.	.	-7.7%	-10.1%
O=CN1CCN(C(=O)c2ccccc2Cl)CC1	3.1	117	-3.1	117	4.3	101.3	97.0	1.5%	11.7%
Cc1csc(NC(=O)CSc2nnc(-c3cccs3)n2C)n1	4.5	161	-4.5	161	0.8	96.9	96.1	1.5%	-4.4%
COC(=O)c1c(C)[nH]c(C(=O)CSc2ccc(Cl)cc2)c1C	-13.1	197	13.1	197	11.6	80.9	69.3	7.9%	1.0%
Cc1ccc(OCC(O)CN2CCN(CC(O)COc3ccc(C)cc3Cl)CC2)c(Cl)c1 (configuration not stated)	-4.8	223	4.8	223	0.1	2.0	1.9	9.1%	-49.5%
Cc1csc(NC(=O)c2c(O)c3c(n(CC(C)C)c2=O)CCCC3)n1	-14.1	104	14.1	104	-30.0	32.6	62.6	-8.2%	-24.6%
COc1ccc(N2CCc3c(C)nc4c(OC)cc(OC)cc4c32)c(OC)c1	-5.7	129	5.7	129	.	.	.	7.7%	-20.4%
Cc1ccccc1-n1nc2c(c1NC(=O)c1cc3ccccc3oc1=O)CS(=O)C2 (configuration not stated)	6.7	113	-6.7	113	14.7	90.3	75.7	5.6%	7.3%
O=C(/C=C/c1cccs1)c1cc(F)ccc1OC(=O)N1CCOCC1	7.5	157	-7.5	157	.	.	.	.	.
O=C(CCCN1C(=O)c2ccccc2C1=O)NCc1ccco1	10.4	131	-10.4	131	-2.5	90.7	93.2	.	.
Cc1nn(-c2ccccc2)c(Cl)c1/C=C(\CC(=O)O)c1nc2ccccc2s1	-1.2	120	1.2	120	.	.	.	-21.5%	-51.6%
CCCCc1cc(=O)oc2cc(C)cc(OCC(=O)O)c12	.	.	.	.	5.4	89.2	83.8	7.6%	11.0%
CC1(C)Cc2cccc(OCC(=O)NC3CC3)c2O1	-16.9	200	16.9	200	.	.	.	-0.5%	-33.9%
CC(C)C(NC(=O)c1cccs1)C(=O)NC1=NCCS1 (configuration not stated)	-8.5	125	8.5	125	-9.9	89.5	99.4	-4.8%	23.4%
COc1ccc(C2C(=O)c3ccccc3C2=O)c(OC)c1	-1.0	117	1.0	117	.	.	.	3.0%	-3.7%
COC(=O)c1ccccc1NC(=O)C1CC(=O)N(c2ccc(C)cc2)C1 (configuration not stated)	-14.4	142	14.4	142	-45.3	34.7	80.0	-3.6%	12.9%
COc1ccc(CN(C(C)=O)c2cccc(C)c2C)cc1	-23.9	137	23.9	137	-21.9	18.8	40.7	-10.1%	-40.4%
COc1cc(S(=O)(=O)N2CCN=C2c2ccccc2)ccc1F	3.7	115	-3.7	115	-25.8	23.1	48.8	-10.0%	-4.5%
Cc1nn(C)cc1/C=C/C(=O)c1ccccc1	10.7	201	-10.7	201	.	.	.	-4.9%	21.3%
Cc1nc2c([nH]c3ccc(Br)cc32)s1	-27.0	128	27.0	128	-12.3	84.9	97.2	-8.0%	4.3%
CC1CCN(c2oc(-c3cccc4ccccc34)nc2C#N)CC1	99.5*	9*	-99.5	9	-30.1	53.9	84.0	.	.
CN(C)c1ccc(-c2nnn(Cc3ccccc3Br)n2)cc1	8.1	140	-8.1	140	20.3	90.2	69.9	2.5%	20.0%
O=C(Nn1c(O)c(C=C2N=c3ccccc3=N2)sc1=S)c1ccccc1	-16.6	13	16.6	13	-8.6	89.5	98.1	-4.6%	-3.2%
CCOC(=O)Nc1nc(-c2ccccc2)c(C(=O)c2ccccc2)s1	2.7	90	-2.7	90	.	.	.	-1.1%	-5.2%
O=C(CSc1nc2ccccc2o1)N1c2ccccc2Sc2ccc(Cl)cc21	6.1	149	-6.1	149	.	.	.	-1.9%	14.0%
O=C1CC(NCc2ccccc2F)C(=O)N1c1ccccc1 (configuration not stated)	5.1	159	-5.1	159	9.6	98.5	88.9	7.0%	-14.3%
COc1ccc(CCn2c3c(c(=O)[nH]c2=O)C(NC(=O)c2cccs2)(C(F)(F)F)C(=O)N3)cc1OC (configuration not stated)	2.1	150	-2.1	150	-9.5	93.2	102.7	-8.3%	11.1%
COc1cccc(NC(=O)CSc2nnc(-c3ccoc3C)n2CC2CCCO2)c1 (configuration not stated)	7.3	154	-7.3	154	-5.1	81.1	86.1	0.8%	-2.9%
COc1cccc(-c2nnc(NC(=O)C(C)C)o2)c1	-3.6	197	3.6	197	10.6	81.2	70.6	-1.9%	11.5%
Cn1c(=O)c(=O)n(C)c2cc(S(=O)(=O)CCC(=O)N3CCOCC3)ccc21	-8.0	51	8.0	51	3.1	97.5	94.4	0.0%	12.8%
COc1ccccc1NS(=O)(=O)c1ccc(NC(=O)c2nc3ncccn3n2)cc1	-1.5	134	1.5	134	3.1	102.0	98.9	-4.0%	4.9%
Cc1ccc(NCc2nnc(SCC(=O)Nc3ncc(C)s3)n2CC2CCCO2)c(C)c1 (configuration not stated)	-12.6	73	12.6	73	6.1	87.4	81.3	-0.8%	-62.3%
COc1cc(S(=O)(=O)NC2CCCCC2)ccc1F	-6.2	164	6.2	164	-0.1	93.2	93.3	-2.1%	-1.1%
O=C(CCSc1nc2cc(Cl)ccc2o1)N1CCOCC1	-7.6	158	7.6	158	14.3	99.1	84.8	-0.1%	8.4%
NC(=O)C1CCCN(C(=O)Nc2cccc3ccccc23)C1 (configuration not stated)	4.5	115	-4.5	115	10.8	89.3	78.6	-5.7%	10.4%

The list is partial. The share of hits here may be higher or lower than overall.
